Ba/F3 V617F tox: lowers viability of Ba/F3 cells expressing EpoR and JAK2V617F; ATP luminescence; inhibition, % at 5.6 µM; hit rate 1.1% among 220,000;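 active = inhibition above the campaign mean plus 3 SD over all tested compounds, cut at about 24% in these data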;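 also: cytokine-independent growth of Ba/F3 cells driven by EpoR plus mutant JAK2; 0% = DMSO-treated cells and 100% = JAK inhibitor I control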
PERK inhibitor: blocks human PERK kinase; CHO PERK-DD fusion, SEAP luminescence translation reporter; Q9NZJ5; hit rate 0.17% among 220,000; inhibition, % at 5.6 µM; AID 1416;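 active = inhibition above the mean inhibition of all tested compounds plus 3 SD, set separately per screening campaign, cut at about 2.9% in these data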;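 also: PERK kinase domain activated by AP20187 dimerizer at 100 nM; 0% = DMSO with dimerizer and 100% = rapamycin at 8.4 µM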
MDM2 E3 inh: inhibitors of human Mdm2 E3 ubiquitin ligase; hit rate 0.11% among 210,000; signal enhancement, % at 5 µM; cell-based MDM2 ubiquitination luciferase reporter, 2 h; 0 = plate control, 100 = twice control, blank-subtracted;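 active = signal enhancement of 30% or more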;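 also: luminescence tracks abundance of the self-degrading MDM2-luciferase fusion protein; higher signal means inhibition of MDM2 E3 ligase activity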
Target sequence (Q00987 whole entry, looked up, the tested form may be a part): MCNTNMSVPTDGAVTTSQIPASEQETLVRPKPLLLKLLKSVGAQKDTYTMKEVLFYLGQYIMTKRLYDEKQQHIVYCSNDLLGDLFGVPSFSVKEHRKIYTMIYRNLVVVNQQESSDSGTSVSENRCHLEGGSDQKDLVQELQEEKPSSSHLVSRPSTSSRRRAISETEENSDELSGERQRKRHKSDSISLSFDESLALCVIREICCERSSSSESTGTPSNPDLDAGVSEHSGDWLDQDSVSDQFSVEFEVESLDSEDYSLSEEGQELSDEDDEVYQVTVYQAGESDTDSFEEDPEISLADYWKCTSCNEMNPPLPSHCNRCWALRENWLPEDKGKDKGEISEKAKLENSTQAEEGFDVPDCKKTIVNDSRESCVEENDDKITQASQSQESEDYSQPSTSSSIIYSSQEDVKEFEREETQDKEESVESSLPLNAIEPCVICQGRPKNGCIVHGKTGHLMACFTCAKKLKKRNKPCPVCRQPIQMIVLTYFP
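Test system: stable mammalian line carrying autodegrading MDM2–luciferase fusion reporter; quantity: 2000 cells in each well; times: 4 h cell settling then 2 h compound exposure, 37 °C; detection: luminescence with SteadyLite reagent, 15 min at room temperature; evaluation: percent signal gain over controls, blank-subtracted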
BaF3 tox: parental Ba/F3 viability inhibition as JAK2V617F counter-screen; inhibition, % at 5.6 µM; CellTiter-Glo ATP luminescence; hit rate 1.1% among 220,000;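 active = inhibition above a per-campaign cutoff, the mean inhibition of all tested compounds plus 3 SD, cut at about 27% in these data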;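 also: 0% = DMSO wells and 100% = JAK Inhibitor I control wells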
S1P4 antag: antagonists of human S1P4 receptor | O95977 | S1P4-expressing cells, antagonist mode, reporter read-out | inhibition, % at 4.98 µM | hit rate 0.26% among 220,000; in the data active = inhibition above about 29%;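 also: 0% = wells stimulated with agonist and 100% = vehicle wells without agonist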
Wee1 degr inh: inhibitors of human Wee1 degradation | hit rate 1.2% among 220,000 | P30291 | reporter increase, % at 5 µM | AID 1321 | HeLa Luc-Wee1K328M stability, luciferase luminescence; 100% = proteasome inhibitor MG132 effect;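 active = activation above the mean of all tested compounds plus 3 SD, set per screening run, cut at about 8.8% in these data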;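 also: cells exposed to compound for 20 h before luminescence read; 0% = DMSO alone and 100% = MG132 at 30 µM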
NPY2 pot ag: potentiators or agonists of human neuropeptide Y receptor Y2; cells expressing NPY-Y2, potentiator/agonist read-out; P49146; activation, % at 3.6 µM; hit rate 0.45% among 220,000; in the data active = activation above about 27%;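 also: cells stimulated with NPY near EC25 plus isoproterenol at EC100; 0% = vehicle plus submaximal agonist and 100% = vehicle plus saturating agonist; some results beyond the cut were filed as inactive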
Target sequence (P49146 whole entry, looked up): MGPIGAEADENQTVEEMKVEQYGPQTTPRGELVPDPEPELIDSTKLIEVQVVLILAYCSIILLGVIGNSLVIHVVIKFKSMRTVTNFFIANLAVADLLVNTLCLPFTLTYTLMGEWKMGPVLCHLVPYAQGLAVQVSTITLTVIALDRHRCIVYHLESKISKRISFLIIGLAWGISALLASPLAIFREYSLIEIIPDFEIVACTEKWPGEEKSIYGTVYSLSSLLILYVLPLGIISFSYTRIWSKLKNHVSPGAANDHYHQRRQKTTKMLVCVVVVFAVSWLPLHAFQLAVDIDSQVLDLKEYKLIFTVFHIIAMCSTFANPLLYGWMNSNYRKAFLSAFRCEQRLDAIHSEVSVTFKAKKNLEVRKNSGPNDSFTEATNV
S1P4 agonist: human S1P4 receptor agonism. O95977. S1P4-expressing cell line, agonist reporter assay. hit rate 0.35% among 220,000. activation, % at 4.98 µM. AID 1509; in the data active = activation above about 11%;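 also: 0% = DMSO vehicle and 100% = reference agonist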
eIF4E-4G inh: blocks eIF4E binding to eIF4G | inhibition, % at 21.7 µM | TR-FRET eIF4E-eIF4GI(517-606) binding, 2 h | hit rate 0.37% among 220,000 | P63073+Q04637;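 active = inhibition above about 30%, limit read from the data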;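 also: 0% = full FRET control wells and 100% = background wells lacking eIF4GI fragment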
The depositor's hits bear a star; x = no result given; [ ] = remark or other dose.

SMILES	Ba/F3 V617F tox	PERK inhibitor	MDM2 E3 inh	BaF3 tox	S1P4 antag	Wee1 degr inh	NPY2 pot ag	S1P4 agonist	eIF4E-4G inh
COc1ccc([N+](=O)[O-])cc1NC(=O)C(C)Sc1ccccc1 (stereo not drawn)	-1	-0.4	14	2	4	2	1	1.1	12
CC(C)(C)OC(=O)CC[C@@H](C(=O)N1CCN(C(=O)OC(C)(C)C)CC1)n1cc(C(Cc2ccc(O)cc2)NC(=O)OC(C)(C)C)nn1 (stereo partly drawn)	3	-0.1	x	-3	15	-1	0	-0.5	-1
CN=Cc1sc2ccccc2c1O	0	1.8	-5	4	-24	1	-6	6.5	2
COc1ccc2[nH]c(=O)c(CN(CCO)S(=O)(=O)c3ccc(C)cc3)cc2c1	1	0.5	8	0	-18	1	15	1.0	3
O=C(CN1CCCCC1)Nc1ccc(NC(=O)c2ccc(Cl)cc2)cc1Cl	5	0.9	-4	7	3	-3	-15	-1.6	0
CC(C)CNC(=O)NC(=O)COC(=O)C1CSC2(c3ccc(F)cc3)CCC(=O)N12 (stereo not drawn)	1	0.7	10	4	-8	2	-5	0.5	16
COc1ccc(-c2[nH]ncc2[C@@H]2C[C@H]3CN(Cc4ccccc4C)C(=O)[C@]34CCCN24)cc1	6	-0.9	-10	13	0	4	-6	-1.2	0
CC(C)(C)n1nnnc1C(c1cccs1)N1CCN(Cc2ccccc2)CC1 (stereo not drawn)	3	-0.1	0	7	-8	-1	-12	0.7	0[fluorescence artefact?]
CCn1c(=O)cc(OCC(=O)Nc2ccc(C)cn2)c2ccccc21	0	0.3	1	4	3	4	-9	2.1	0[fluorescence artefact?]
c1coc(C2OCC3(CO2)COC(c2ccco2)OC3)c1 (stereo not drawn)	-1	1.2	-16	0	-6	3	9	0.3	2
C=CCn1c(CCSCc2ccccc2)n[nH]c1=S	2	1.5	-5	1	-6	-1	9	0.7	-1
Cc1cc(C)cc(NC(=O)CSc2nc3c(oc4ccccc43)c(=O)n2-c2ccccc2)c1	-4	0.2	-4	4	-1	-2	-9	2.3	2
Cc1nc2ccccc2cc1C(=O)N/N=C/c1ccc([N+](=O)[O-])cc1	4	-0.8	-14	4	-6	-4	-5	-0.1	1
COc1ccc(NC(=O)CN2C(=O)CSC2=O)cc1	-1	0.6	-1	7	-4	0	12	-0.3	1
COC(=O)/C(=C1/Oc2ccc(C(C)(C)C)cc2S1)C(F)(F)F	0	0.5	8	5	-20	4	-8	1.3	12
Cc1ccc2oc(=O)n(CCOc3ccccc3Cl)c2c1	-2	0.9	-10	0	-8	-1	-23	2.5	2
O=C1C2C3C=CC(C4CC34)C2C(=O)N1Cc1ccccc1 (stereo not drawn)	-2	1.3	4	1	-12	-2	5	-0.3	-3
COc1cccc(CN(CC(=O)NCC2CCCO2)C(=O)CCC(=O)Nc2cc(C)on2)c1 (stereo not drawn)	0	1.5	-18	-1	-24	-3	0	1.1	1
Cc1nnc(C)n1/N=C/c1cccs1	-2	-1.0	4	1	-20	1	-2	0.3	1
COC(Cn1c(C)c(C(C)=O)c(C(C)=O)c1C)OC	0	0.3	2	1	-7	-1	12	0.6	-14
CCC(=O)Oc1ccc(NC(=O)CSCc2ccccc2)cc1	0	-0.6	3	8	-20	-3	-8	-0.6	-5
Fc1ccccc1NC(=S)NCCc1ccccc1	-3	1.9	-21	6	-6	3	25	-0.8	-4
Cn1cc(/C=C/C(=O)c2ccccc2)c2ccccc21	0	2.0	x	0	-9	0	-8	2.6	3
O=C(CSc1nnc(-c2ccc(Cl)cc2)n1Cc1ccco1)Nc1ccc2c(c1)OCCO2	2	0.6	19	2	15	2	-5	-1.5	4
O=C(CSc1ncn[nH]1)Nc1ccccc1-c1ccccc1	1	0.6	x	-1	-15	-1	-14	-0.2	-6[fluorescence artefact?]
Cn1c2c(c(=O)n(C)c1=O)C(c1ccccc1OC(F)F)C1=C(CCCC1=O)N2 (stereo not drawn)	-1	1.7	-21	2	8	3	7	-0.7	1
Cc1cc2c(c(SCC#N)n1)C(=O)OC2	1	-0.1	-11	9	-17	-3	3	-0.1	-3
C=CCCOc1ccccc1C(N)=O	-3	1.6	-2	1	11	1	0	0.2	0
CCn1c(=O)cc(SCC(=O)NCc2ccc(C)cc2)c2ccccc21	2	-0.5	-25	3	2	1	-11	1.1	7
Cc1cc(NS(=O)(=O)c2ccc(NC(=O)Nc3cccc(Cl)c3)cc2)no1	1	1.4	-20	3	-18	-2	19	0.9	-1
COC(=O)c1nn(-c2ccc(OC)cc2)c(=O)cc1Oc1cccc(Cl)c1	1	0.0	-17	2	1	-1	2	3.0	-8
Cc1ccc(-c2csc(NC(=O)C3CCN(S(=O)(=O)c4cccs4)CC3)n2)cc1	-1	-0.6	-29	15	59*	5	28	-0.6	1[fluorescence artefact?]
Nc1c(S(=O)(=O)c2ccccc2)nnn1-c1ccccc1	2	0.9	-4	5	-13	0	1	2.9	-6[fluorescence artefact?]
Cc1cc(Cl)nc(-c2ccccc2)n1	-7	1.3	5	0	-14	-3	3	-0.2	-7
Cn1c(=O)c([N+](=O)[O-])c(NCCc2ccccc2)c2ccccc21	-1	-0.9	-8	1	-6	1	-15	-0.6	-5
Cc1cc(C)n2nc(Cc3ccccc3)nc2n1	-4	0.5	-11	-2	-5	0	0	-2.4	0[fluorescence artefact?]
CCCCNC(=O)CCC(=O)Nc1ccc2nc(N3CCOCC3)cc(C)c2c1	-4	0.0	-16	-2	7	2	9	2.2	3
CCOC(=O)N1CCN(C2CC(=O)N(c3ccc(F)cc3)C2=O)CC1 (stereo not drawn)	0	0.5	-8	6	-27	-1	8	2.1	-8
C/C(=N\N=C1/NC(=O)C(C)S1)c1ccco1 (stereo not drawn)	4	2.8	-12	11	-7	6	-10	-1.2	3
OCC1(Cc2ccccc2)CCN(Cc2ccccn2)CC1	0	1.1	15	7	-3	9	0	-0.3	1
CCOc1ccc(-n2c(=O)c3ccccc3c3ccccc3c2=O)cc1	-2	0.6	-8	0	11	6	5	0.6	5
N/C(=N\O)c1ccc(NC(=O)c2cccs2)cc1	-4	0.4	-5	1	-21	-1	-1	1.7	2
OCCN1CCN(CC(O)COCCOc2ccc(Br)cc2)CC1 (stereo not drawn)	1	1.2	6	8	-4	-1	23	1.2	3
COc1ccc(CC(=O)Nc2nc(-c3cccc([N+](=O)[O-])c3)cs2)cc1	-3	0.8	-8	4	-20	10*	8	1.3	2
CCNc1cc(Cl)nc(SC)n1	1	0.6	-9	5	-10	-1	4	1.7	0
O=C(O)C1CCCCC1C(=O)NCCCc1ccccc1 (stereo not drawn)	-2	1.4	0	3	0	-1	12	-0.6	6
Cc1cc(C)cc(NC(=O)c2cccn2-c2ncc(C(F)(F)F)cc2Cl)c1	-3	0.7	-4	4	-10	-2	10	-0.2	-2
Cc1ccc(S(=O)(=O)NC2c3cccc4cccc(c34)C2Sc2nncn2C)cc1 (stereo not drawn)	2	0.1	8	4	-23	-4	1	1.6	12
CCc1ccc(NC(=O)CN(c2ccc3c(c2)OCO3)S(=O)(=O)c2c(C)noc2C)cc1	-4	0.8	-8	5	-21	0	-3	-1.7	-3[fluorescence artefact?]
CC(C)c1ccc(NC(=S)N(C)CCc2ccccn2)cc1	3	-1.1	-8	-2	-7	-1	-22	-1.7	-2
Cc1ccc(C(=O)N2CCN3C(=O)c4ccccc4C23c2ccccc2)cc1 (stereo not drawn)	-2	1.5	-12	0	-3	4	6	0.1	3
CN(C)c1ccc(C(O)P(=O)(OC2CCCCC2)OC2CCCCC2)cc1 (stereo not drawn)	2	1.5	-7	-7	7	-2	-37	1.4	0
CCN1CCN(C(=O)c2cc(-c3cccnc3)nc3ccc(Br)cc23)CC1	2	-2.3	-1	6	5	-1	-19	3.2	-4
Cn1c(=O)c([N+](=O)[O-])c(NCc2ccc3c(c2)OCO3)c2ccccc21	1	0.4	-1	-3	-3	-3	99*	1.0	4
C=CCn1c(N)c(C(=O)Nc2ccc(C)cc2)sc1=S	0	0.2	-10	5	-14	-1	-1	1.9	-4
Cc1ccc(S(=O)(=O)N(CC(=O)Nc2ccc(Cl)c([N+](=O)[O-])c2)C2CCCCC2)cc1	-1	-0.3	-6	1	-4	2	3	-0.6	5[fluorescence artefact?]
COC(=O)c1ccc(CN2C(=O)c3ccccc3S2(=O)=O)cc1	0	1.0	5	7	1	-3	-8	0.3	-3
O=C(Nc1ccncc1)c1ccc(C(=O)Nc2ccncc2)cc1	-4	0.8	1	2	-15	0	10	1.5	-4
CC(C)N(C(=O)Cc1ccccc1[N+](=O)[O-])C(C)C	1	0.1	-13	1	-9	4	10	1.2	-8
Cn1c(=O)c2c(nc(SCCCC#N)n2Cc2c(F)cccc2Cl)n(C)c1=O	2	-0.3	-27	5	9	4	1	1.1	6

Going on with the list:
SMILES	Ba/F3 V617F tox	PERK inhibitor	MDM2 E3 inh	BaF3 tox	S1P4 antag	Wee1 degr inh	NPY2 pot ag	S1P4 agonist	eIF4E-4G inh
CC(=O)Nc1cc(S(=O)(=O)Nc2ccccc2C)c(C)cc1C	2	-0.4	-16	6	-26	-1	0	-0.6	-2
O=C(NCCc1ccccc1)c1cc(-c2ccc3c(c2)OCO3)on1	-2	1.1	-21	-3	-5	1	-20	-2.2	2
O=C(O)c1cccc(Nc2nc(-c3cccnc3)nc3ccccc23)c1	-3	0.4	1	4	-16	0	-2	1.4	2[fluorescence artefact?]
COCCn1c(=S)[nH]c2cc(C(=O)N3CCN(c4ccc(F)cc4)CC3)ccc2c1=O	51*	1.6	8	1	-9	-4	-8	0.7	-2[fluorescence artefact?]
CC(C)(C)OC(=O)N1CCC(CNC(=O)c2ccc(F)cc2F)CC1	5	-1.1	-14	1	16	5	-18	-2.7	-10
CCNC(=S)N(Cc1ccco1)Cc1cc2cc3c(cc2[nH]c1=O)OCCO3	4	-1.0	-9	4	-2	1	-10	-2.2	5
COc1ccc(/C=C\C(=O)CC(O)(c2ccccc2)C(F)(F)F)cc1 (stereo not drawn)	0	-1.3	0	7	12	-2	-14	1.3	10[fluorescence artefact?]
COc1ccccc1NS(=O)(=O)c1cc([N+](=O)[O-])ccc1N/N=C/c1sc(N2CCOCC2)nc1-c1ccccc1	0	0.9	-1	7	-9	1	10	-0.7	-5
CCOc1ccccc1NC(=O)COC(=O)c1cc(C(=O)OC)cc([N+](=O)[O-])c1	-3	0.9	-3	5	-16	-2	9	2.9	-6

Screening results (PubChem)
